Screening results (PubChem)
UBC13 polyUb = inhibitors of human UBC13 polyubiquitin chain formation. TR-FRET. inhibition, % at 20 µM. 330,000 compounds, 0.47% hits. AID 485273; in the data active = inhibition above about 45%, passing the limit was not always enough
SENP8 block-1 = inhibitors of human SENP8 protease; Q96LD8; AID 602440; 360,000 compounds, 0.64% hits; inhibition, % at 20 µM; recombinant SENP8, Nedd8 substrate fluorescence; in the data active = inhibition mostly above about 40%, no sharp cut-off; inactive = mostly below about 27%
Target sequence (Q96LD8 whole entry, looked up): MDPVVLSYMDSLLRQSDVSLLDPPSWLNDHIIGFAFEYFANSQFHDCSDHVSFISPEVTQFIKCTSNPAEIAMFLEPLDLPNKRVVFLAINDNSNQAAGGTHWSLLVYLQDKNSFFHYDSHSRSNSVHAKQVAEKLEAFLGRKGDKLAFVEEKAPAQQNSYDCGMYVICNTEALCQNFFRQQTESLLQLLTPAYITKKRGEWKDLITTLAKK
HKDC1 inh = blocks human hexokinase HKDC1 activity; recombinant HKDC1, G6PDH/diaphorase resazurin coupled fluorescence; 340,000 compounds, 0.16% hits; AID 493160; inhibition, % at 20 µM;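 active = inhibition above about 35% when tested at 20 µM, limit read from the data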;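 also: plate controls were DMSO wells with enzyme for no effect and DMSO wells lacking enzyme for full effect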
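Material: recombinant HKDC1 hexokinase; Amount: HKDC1 at 5 µg/mL; Medium: Tris pH 8.0 buffer with MgCl2, Tween-20, BSA, BME; Schedule: 90 min reaction incubation at room temperature, dark; Technique: coupled resazurin fluorescence, excitation 525 nm, emission 613 nm.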
SENP8 block-2 = SENP8 protease inhibition; Q96LD8; purified SENP8, Z-RLRGG-aminoluciferin cleavage, luminescence; inhibition, % at 10 µM; 330,000 compounds, 1.2% hits; AID 2540; in the data active = inhibition above about 50%
MIN6 prolif = inducers of beta-cell replication in MIN6 cells; MIN6 cells proliferation, ATPlite luminescence, 48 h; cells starved in 0.2% serum; 100% = growth in 10% serum; proliferation, % at 10 µM; 330,000 compounds, 0.29% hits;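 active = compounds whose signal lies at least 3.5 SD above the mean of all wells on their plate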;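 also: 0% = DMSO-treated cells in low-serum medium and 100% = 10% serum control; some compounds called inactive have numbers as strong as hits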
PfGluPho inh = PfG6PD (Plasmodium falciparum) enzyme inhibition; 350,000 compounds, 0.78% hits; PfGluPho enzyme, NADPH resazurin-diaphorase fluorescence; AID 504690; inhibition, % at 20 µM;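 active = inhibition reaching at least a set limit at 20 µM in the primary screen, cut at about 59% in these data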;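 also: 0% = DMSO wells with substrate and 100% = DMSO wells lacking glucose-6-phosphate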
SENP1 inh = SENP1 (human) catalytic domain inhibition; Q9P0U3; recombinant SENP1 catalytic domain, CyPet-SUMO1-YPet FRET cleavage; inhibition, % at 10 µM; 360,000 compounds, 0.21% hits;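 active = inhibition at least 30% at 10 µM, raw YFP signal under a set limit, fluorescence ratio 0.5 to 1.5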;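 also: 0% = enzyme with DMSO and 100% = no enzyme wells; some results filed as inactive read as strong as hits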
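Assay system – human recombinant His6-tagged SENP1 catalytic domain enzyme · Input – SENP1 enzyme, 20 pM final · Buffer or medium – Tris pH 8 buffer plus EDTA, NaCl, BME, BSA, NP40, catalase · Schedule – 50 min reaction at room temperature · Technique – FRET read of cyan and yellow fluorescence · Control set – no-enzyme wells low, DMSO-plus-enzyme wells high control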
SENP7 inh = inhibitors of human SENP7 protease | Q9BQF6 | recombinant SENP7, Z-RLRGG-aminoluciferin luminescence, 40 min | inhibition, % at 5 µM | 330,000 compounds, 1.5% hits | AID 434973;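 active = inhibition above about 50% at the single test dose, limit read from the data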;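 also: plate controls were DMSO with enzyme for no effect and no enzyme buffer wells for full effect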
Target sequence (Q9BQF6 706-1050 limits assumed): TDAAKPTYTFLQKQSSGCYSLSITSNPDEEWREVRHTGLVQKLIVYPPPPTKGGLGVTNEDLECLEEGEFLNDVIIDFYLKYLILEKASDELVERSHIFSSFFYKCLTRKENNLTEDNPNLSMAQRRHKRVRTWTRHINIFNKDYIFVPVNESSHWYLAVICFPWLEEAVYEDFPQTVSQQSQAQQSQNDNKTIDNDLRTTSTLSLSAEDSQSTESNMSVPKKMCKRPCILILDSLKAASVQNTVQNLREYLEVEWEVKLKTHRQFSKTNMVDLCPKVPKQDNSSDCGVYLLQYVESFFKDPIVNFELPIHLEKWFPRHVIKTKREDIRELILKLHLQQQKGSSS
SENP6 block = inhibitors of human SENP6 protease. Q9GZR1. Recombinant SENP6 catalytic domain, aminoluciferin luminescence. inhibition, % at 10 µM. 330,000 compounds, 1.8% hits. AID 2599;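 active = inhibition above about 50% at the single tested dose, limit read from the data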;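 also: plate controls were DMSO wells with enzyme for no effect and DMSO wells lacking enzyme for full effect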
Target sequence (Q9GZR1 628-1112 limits assumed): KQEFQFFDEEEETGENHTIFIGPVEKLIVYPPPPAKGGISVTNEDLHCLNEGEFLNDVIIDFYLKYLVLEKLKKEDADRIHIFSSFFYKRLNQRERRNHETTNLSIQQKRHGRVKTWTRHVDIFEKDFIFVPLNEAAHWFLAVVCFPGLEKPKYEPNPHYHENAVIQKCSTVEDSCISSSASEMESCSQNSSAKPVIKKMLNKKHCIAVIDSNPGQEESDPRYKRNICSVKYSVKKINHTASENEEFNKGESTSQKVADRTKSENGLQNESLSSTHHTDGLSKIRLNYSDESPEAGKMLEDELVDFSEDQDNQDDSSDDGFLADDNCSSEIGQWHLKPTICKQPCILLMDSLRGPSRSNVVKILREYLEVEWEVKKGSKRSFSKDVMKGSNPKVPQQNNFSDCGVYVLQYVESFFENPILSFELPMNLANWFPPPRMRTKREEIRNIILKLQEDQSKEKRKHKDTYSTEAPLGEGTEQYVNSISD
Starred values were filed as active, the others as inactive; / = no result given.

SMILES | UBC13 polyUb | SENP8 block-1 | HKDC1 inh | SENP8 block-2 | MIN6 prolif | PfGluPho inh | SENP1 inh | SENP7 inh | SENP6 block
CCOc1ccc(/C=C/C(=O)c2cc(Br)ccc(=O)c2O)cc1 | / | 5 | 2 | / | / | -3 | 3 | / | /
COc1cc2c(=O)n(CCC(=O)NCC3CCCO3)c(=O)n(CC(=O)Nc3ccc(C)c(C)c3)c2cc1OC (stereo not given) | 6 | -112 | -4 | -2 | 1 | -5 | 0 | 2 | -7
C#CCOCCOCCOCCNc1nc(N2CCOCC2)nc(N2CCN(C(=O)CCCCCCCCCCNC(=O)[C@@H]([C@H](C)CC)n3cc(CCCCCN)nn3)CC2)n1 | 70* | 6 | 1 | -7 | -4 | 11 | 2 | -1 | -10
COCCN1Cc2cccc(C(=O)Nc3cccnc3)c2C1=O | 4 | 11 | -5 | -7 | 0 | -4 | -1 | -7 | 0
COC(=O)c1ccc(CN2[C@H](C(=O)OC)C[C@@]3(O)[C@H](O)[C@H](O)[C@H](O)C[C@@H]23)cc1 | -3 | 16 | -5 | 8 | 0 | 6 | -2 | 3 | 14
CCOC(=O)N1CCN(C(=O)/C(=C/c2ccc(F)cc2)NC(=O)c2ccccc2)CC1 | 1 | -2 | -4 | -1 | 0 | 6 | 1 | -7 | -12
COc1ccc(N2CCN(C3=CC(=O)N(c4cccc(Cl)c4)C3=O)CC2)cc1 | -14 | 18 | 0 | -10 | -2 | -1 | 0 | -3 | 7
O=C(NCC1CCCN(Cc2cccc(F)c2)C1)c1cccc2ccccc12 (stereo not given) | -9 | 4 | -4 | -2 | -5 | -11 | -2 | -6 | -5
O=C(O)c1cc(-c2ccccc2Cl)n(-c2cccc(Cl)c2)n1 | 3 | 15 | 1 | -10 | -4 | 55 | 4 | -11 | -12
Cc1ccc(S(=O)(=O)N2CCCCC2)cc1NC(=O)CSCC(=O)O | -9 | 2 | -7 | -5 | -1 | -16 | 1 | -4 | -37
CC(C)CNS(=O)(=O)c1ccc(S(=O)(=O)NC2CCOC(C)(C)C2)cc1 (stereo not given) | 0 | 9 | 3 | -1 | -1 | -3 | 1 | 9 | -3
N#Cc1cc([N+](=O)[O-])ccc1NC(=O)CSc1n[nH]c(=O)n1C1CC1 | -8 | 14 | 2 | -5 | 4 | -2 | 2 | 2 | 14
N#CC1(NC(=O)COC(=O)c2cc([N+](=O)[O-])ccc2N2CCCC2)CCCCC1 | -14 | 24 | -2 | -1 | -2 | 10 | -4 | 6 | -11
CCOC(=O)CNc1nc(Cl)nc(N2CCCCC2)n1 | 4 | 8 | 2 | -9 | -2 | 4 | 2 | 5 | -16
CCC1Oc2ccc(C)cc2N(Cc2cccc(C)c2)C1=O (stereo not given) | -8 | 14 | 3 | 4 | -2 | -12 | 1 | -5 | -7
Cc1cc(-c2ccccc2C(=O)O)on1 | 3 | 12 | -9 | 4 | 2 | -4 | 0 | 5 | -16
Fc1ccc(NCc2nnc(SCc3ccccc3)o2)cc1 | 15 | 6 | 2 | 2 | -2 | 2 | 1 | 9 | 0
NC(=O)CCN(C(=O)c1cccc(S(=O)(=O)N2CCc3ccccc32)c1)c1ccccc1 | 6 | 1 | -2 | 5 | -5 | 11 | 0 | 7 | 3
CC(=O)N1c2ccc(S(=O)(=O)NCCC(=O)N(C)C3CCCCC3)cc2CC1C (stereo not given) | 6 | 11 | -6 | -4 | -1 | 7 | 1 | 1 | -1
CN(C)CCN=c1cc(-c2ccccc2)oc2ccc(Cl)cc12 | / | 13 | 5 | / | / | -1 | 2 | / | /
Cc1nn(-c2ccccc2)c2c1C(c1c(C)[nH]c(C#N)c1C)C(C#N)=C(N)O2 (stereo not given) | -5 | 38 | 5 | -2 | 0 | -5 | -4 | -3 | -2
CC(C)C(=O)Nc1ccc(NC(=O)c2cc3ccccc3o2)cc1 | -2 | 3 | 6 | -6 | -1 | -18 | 1 | 13 | 20
COC(=O)c1sc(N/N=C/c2ccc(C(C)C)cc2)nc1C | 2 | -308 | 6 | -12 | -4 | 7 | -78 | 18 | 29
O=C(O)/C=C/C(=O)NNC(=O)c1ccc(Br)cc1 | 3 | 7 | 1 | -7 | 0 | -16 | 1 | -1 | -6
COc1ccc(S(=O)(=O)NCCSC(C)(C)C)c(Cl)c1Cl | 0 | 14 | 6 | 5 | 0 | -17 | 2 | 2 | -6
COc1ccc(N2C(=O)[C@@H]3[C@H](C2=O)[C@H](C(C)=O)N2c4ccccc4C=C[C@@H]32)cc1 | -9 | -112 | 2 | -5 | -2 | 1 | -32 | -1 | -24
Cn1c(N)c(C(c2ccccc2)c2c(N)n(C)c(=O)n(C)c2=O)c(=O)n(C)c1=O | -2 | 20 | -4 | -5 | -2 | -12 | 0 | 3 | 6
CCc1ccc(S(=O)(=O)NCCc2csc(C)n2)s1 | -13 | -4 | -5 | -6 | -1 | 7 | 1 | -3 | -30
Cc1ccc(C)c(S(=O)(=O)N2CCN(C(=O)C3CC3C)CC2)c1 (stereo not given) | 2 | 10 | 0 | -3 | 2 | -3 | 0 | 7 | -6
CC(=O)Nc1ccc(S(=O)(=O)N2CCSC2c2ccccc2)cc1 (stereo not given) | 0 | 3 | 1 | 8 | 0 | 2 | 2 | 0 | 8
O=C(CSC(=S)N1CCOCC1)Nc1ncc2c(n1)CCCC2=O | -3 | 13 | -1 | -1 | -3 | -9 | -1 | -4 | -18
CC/C(=N\NC(=O)c1ccc(N(C)C)cc1)c1ccccc1 | -13 | -18 | 3 | -7 | 0 | -7 | 0 | 7 | -4
Cc1noc(C)c1COc1ccc(C(=O)Nc2cccnc2)cc1 | / | 1 | 1 | / | / | 15 | -3 | / | /
CC1CC(C)CN(C(C)C(=O)Nc2cc(S(=O)(=O)N3CCCCC3)ccc2Cl)C1 (stereo not given) | -12 | 9 | -3 | -21 | -6 | 7 | -10 | -10 | -15
CCOC(=O)c1ccc(Nc2cc(C)nc3nc(C)nn23)cc1 | 8 | -53 | -5 | 7 | -1 | 11 | 1 | 0 | 3
CCc1ccc(NC(=O)C[n+]2cc(-c3ccc(C)cc3)n3c2CCC3)cc1 | 29 | 21 | -5 | 0 | -3 | 9 | 1 | 6 | -17
Cc1nn(C)cc1S(=O)(=O)Nc1cccc(Cl)c1 | 7 | 5 | 1 | -4 | 0 | -5 | 2 | 3 | -15
Cc1ccc(C(=O)NCc2ccc(F)cc2)s1 | 3 | 28 | 1 | -2 | -1 | 10 | 5 | -2 | 4
CSc1ccc(/C=C/C(=O)OCC(=O)N2CCN(c3ccccc3)CC2)cc1 | / | -269 | -5 | / | / | -12 | -1 | / | /
CN(CC(=O)Nc1ccccc1Cl)C(=O)COc1cccc2c1OC(C)(C)C2 | 4 | 3 | 0 | 0 | -6 | -11 | 2 | 2 | 2

Single records (already shown). Values in the order: UBC13 polyUb	SENP8 block-1	HKDC1 inh	SENP8 block-2	MIN6 prolif	PfGluPho inh	SENP1 inh	SENP7 inh	SENP6 block
`Cc1nn(-c2ccccc2)c2c1C(c1c(C)[nH]c(C#N)c1C)C(C#N)=C(N)O2` (stereo not given) is listed as -5	38	5	-2	0	-5	-4	-3	-2
`CC1CC(C)CN(C(C)C(=O)Nc2cc(S(=O)(=O)N3CCCCC3)ccc2Cl)C1` (stereo not given) is listed as -12	9	-3	-21	-6	7	-10	-10	-15
`COc1ccc(S(=O)(=O)NCCSC(C)(C)C)c(Cl)c1Cl` is listed as 0	14	6	5	0	-17	2	2	-6
`Cc1noc(C)c1COc1ccc(C(=O)Nc2cccnc2)cc1` is listed as /	1	1	/	/	15	-3	/	/
`Cc1ccc(C)c(S(=O)(=O)N2CCN(C(=O)C3CC3C)CC2)c1` (stereo not given) is listed as 2	10	0	-3	2	-3	0	7	-6

(more compounds)
SMILES | UBC13 polyUb | SENP8 block-1 | HKDC1 inh | SENP8 block-2 | MIN6 prolif | PfGluPho inh | SENP1 inh | SENP7 inh | SENP6 block
O=C(O)C(c1ccccc1)N1C(=O)c2ccccc2C1=O (stereo not given) | -2 | 6 | -5 | 10 | -2 | -8 | 1 | 6 | 8
O=C(COC(=O)c1ccccc1SCC(=O)N1CCCC1)Nc1ccccc1 | -3 | -19 | 1 | 6 | 2 | -8 | 0 | -1 | 0
CC(C)Cc1cc(C(=O)NCc2cccnc2)no1 | -12 | 15 | -6 | -3 | -3 | -5 | 2 | -4 | 0
CC(NC(=O)C1CCCN1S(=O)(=O)c1ccccc1)c1ccccc1 (stereo not given) | 2 | 4 | -3 | -5 | -1 | 11 | 3 | 5 | -10
Cc1ccc(C(=O)N(C)Cc2ccccc2)cc1S(=O)(=O)N1CCOCC1 | 11 | 7 | 5 | -6 | 0 | 11 | 0 | -2 | -4
CC(=O)c1sc(NC(=O)CSC(C)C(=O)Nc2cc(C)on2)nc1-c1ccccc1 (stereo not given) | 1 | 0 | -3 | 0 | -3 | -10 | 3 | 3 | 4
COc1ccc(Nc2ccc(C(F)(F)F)cc2[N+](=O)[O-])cn1 | -10 | 16 | 0 | 3 | -2 | 23 | 0 | 2 | -19
O=C(CC1COc2ccccc2O1)NC1CCCCC1 (stereo not given) | 18 | 15 | -7 | -5 | -6 | -6 | -1 | 2 | 5
COc1ccc(-c2onc(C)c2-c2ccc3c(c2)OCCO3)c(O)c1 | 4 | 20 | -2 | 2 | -2 | 2 | 2 | -8 | -17
COc1cc2c(cc1OC)CN(CC(=O)Nc1ccc3c(c1)OCO3)CC2 | -3 | -4 | -3 | -11 | -2 | 6 | -4 | 12 | -8
Cc1ccc(CNC(=O)CN2C(=O)NC(C)(c3ccc(Cl)cc3)C2=O)cc1 (stereo not given) | 10 | 10 | -6 | 8 | -5 | 2 | 2 | -7 | -20
CN(c1ccc(C(=O)NCc2ccc3c(c2)OCO3)cc1)S(=O)(=O)c1ccccc1 | -8 | 8 | -8 | -3 | -2 | 21 | 1 | -8 | -33
Cc1cccc(NC(=O)c2ccccc2Br)n1 | 5 | -14 | -6 | 0 | 3 | 33 | 5 | -2 | -1
O=C(CCCOc1ccc(Cl)cc1Cl)N/N=C/c1cccc([N+](=O)[O-])c1 | 20 | 14 | 17 | 2 | 0 | 112* | 4 | 7 | -7
Cc1ccc2c(C(=O)CN3CCOCC3)c(C)[nH]c2c1 | 1 | -8 | 0 | -1 | -2 | 0 | 2 | 3 | -6
OCCN(Cc1ccccc1)CC1CC2C=CC1C2 (stereo not given) | 0 | 14 | -3 | -1 | -1 | -15 | 0 | 4 | -2
O=S(=O)(Cc1ccccc1Cl)Nc1ccccn1 | 6 | -71 | 14 | 2 | 0 | -21 | 3 | -3 | -7
CCOC(=O)c1c(NC(=O)C(C)N2CCN(S(=O)(=O)c3cccs3)CC2)sc2c1CCC(C)C2 (stereo not given) | -3 | -125 | -12 | -4 | 5.5* | 9 | 1 | 6 | -3
O=C(Nc1cccnc1)c1cc(Cl)ccc1Cl | 4 | 11 | 0 | 2 | -1 | -5 | 4 | -6 | 7
CN(C(=O)CN1C(=O)c2cc(Cl)c(Cl)cc2C1=O)C1CCS(=O)(=O)C1 (stereo not given) | -4 | 14 | 1 | -1 | 0 | -17 | 3 | 1 | 8
COc1ccc(NC(=O)C2CCCN(S(=O)(=O)c3c(C)n[nH]c3C)C2)cc1 (stereo not given) | -1 | 11 | -7 | -4 | -1 | -6 | 1 | -4 | -6
CN1CCC(NC(=S)Nc2cccc([N+](=O)[O-])c2)CC1 | -5 | 13 | 13 | 1 | -1 | 27 | 1 | 2 | -1
